# ANO1 activ: mouse TMEM16A channel activation, primary screen | Q8BHY3 | HEK293 TMEM16A/YFP-H148Q/I152L, iodide quench fluorescence; hits give low values | B-score at 10 µM | 340,000 tested, 0.3% active;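 active means fluorescence-ratio B-score plate-corrected deviation score at least 3 library SD below zero, with starting fluorescence score within 5 deviations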;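 further: channel opened by trigger with iodide after compound preincubation; score built on the fluorescence ratio of max minus min over baseline; more negative score means more quench and so TMEM16A activation or potentiation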
# KCNK3 block: human KCNK3 channel inhibition, primary screen | O14649 | CHO-KCNK3 thallium flux, FluxOR fluorescence; hits give low values | 340,000 tested, 0.84% active | AID 602410 | B-score at 10 µM;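 active means B-score under library mean minus 4 SD, starting fluorescence ratio at most library mean plus 5 SD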;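 further: more negative B-score means stronger inhibition of thallium flux through KCNK3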
# Target sequence (O14649 whole entry, looked up): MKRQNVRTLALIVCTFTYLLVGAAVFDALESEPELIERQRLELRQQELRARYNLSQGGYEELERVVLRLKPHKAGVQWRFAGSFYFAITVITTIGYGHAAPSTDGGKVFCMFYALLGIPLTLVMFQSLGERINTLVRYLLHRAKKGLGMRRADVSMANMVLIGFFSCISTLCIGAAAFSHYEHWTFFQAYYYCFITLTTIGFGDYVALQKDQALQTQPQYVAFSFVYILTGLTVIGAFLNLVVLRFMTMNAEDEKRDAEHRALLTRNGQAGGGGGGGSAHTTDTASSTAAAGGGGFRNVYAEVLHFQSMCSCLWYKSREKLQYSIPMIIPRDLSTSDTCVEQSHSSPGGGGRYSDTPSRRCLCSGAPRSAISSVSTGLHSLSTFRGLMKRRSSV
# DYRK1A inh: blocks rat Dyrk1A kinase activity; Q63470; ADP-Glo luminescence, NFATc1 peptide; inhibition, % at 12.5 µM; 310,000 tested, 0.43% active; AID 504441; in the data active means inhibition above about 50%;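 further: plate controls were vehicle with enzyme for no effect and no enzyme for full effect; many of its hits are not listed in these tables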
# KCNK9 inh: human KCNK9 channel inhibition | Q9NPC2 | HEK293 KCNK9, FluxOR thallium flux fluorescence; hits give low values | B-score at 10 µM | 310,000 tested, 1.2% active | AID 488922;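 active means ratio B-score over 3 SD below the library mean, with starting fluorescence within 5 SD of its mean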;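 further: negative B-score means less thallium flux so channel inhibition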
# HDAC3 inhib: blocks human histone deacetylase 3. recombinant HDAC3, fluorogenic peptide/trypsin coupled, fluorescence. O15379. inhibition, % at 8.3 µM. AID 2718. 320,000 tested, 0.15% active; in the data active means inhibition above about 26%, passing the limit was not always enough
# KCNQ1 act: potentiates or activates the human KCNQ1 potassium channel. P51787. CHO-K1 KCNQ1, thallium flux FluxOR fluorescence; hits give high values. B-score at 10 µM. 310,000 tested, 0.35% active;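 active means fluorescence ratio B-score, a plate-corrected score, at least three library SD, with initial intensity B-score within 5 SD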
# Target sequence (P51787 whole entry, looked up): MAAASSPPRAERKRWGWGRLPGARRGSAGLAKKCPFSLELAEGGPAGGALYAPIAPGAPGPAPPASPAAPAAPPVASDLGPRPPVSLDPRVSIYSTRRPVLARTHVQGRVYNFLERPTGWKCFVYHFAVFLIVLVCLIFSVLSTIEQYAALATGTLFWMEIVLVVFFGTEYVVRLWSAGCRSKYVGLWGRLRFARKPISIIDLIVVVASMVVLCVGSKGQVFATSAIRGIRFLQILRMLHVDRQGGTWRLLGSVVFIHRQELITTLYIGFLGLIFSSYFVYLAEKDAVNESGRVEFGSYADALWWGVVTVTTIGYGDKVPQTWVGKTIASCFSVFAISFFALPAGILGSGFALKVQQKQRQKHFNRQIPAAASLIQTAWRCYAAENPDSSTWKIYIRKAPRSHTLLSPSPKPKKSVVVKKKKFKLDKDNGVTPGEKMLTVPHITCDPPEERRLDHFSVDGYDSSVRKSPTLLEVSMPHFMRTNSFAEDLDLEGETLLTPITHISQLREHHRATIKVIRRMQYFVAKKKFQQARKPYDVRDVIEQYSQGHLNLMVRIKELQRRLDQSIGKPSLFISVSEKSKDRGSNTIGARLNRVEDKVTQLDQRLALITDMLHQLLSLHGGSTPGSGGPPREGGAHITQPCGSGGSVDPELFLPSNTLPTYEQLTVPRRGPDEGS
#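 assay system = KCNQ1-transfected CHO-K1 cells | medium = assay buffer with matched DMSO | probe or stimulus = depolarizing K+/Tl+ stimulus, K2SO4 and Tl2SO4 each 12.5 mM in 5x stock | dosing = single dose | incubation = dye 90 min, compound 20 min, room temperature | detection = kinetic FluxOR fluorescence, 10 s baseline plus 110 s post-stimulus | evaluation = ratio B score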
# TRPC4 act: opens the mouse TRPC4 cation channel | Q9QUQ5 | HEK293 TRPC4beta/mu-opioid, Fluo4 calcium fluorescence; hits give high values | B-score at 10 µM | 310,000 tested, 0.49% active | AID 2237;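 active means B-score above 5 SD of library B-scores, and initial fluorescence ratio not above library mean plus 5 SD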;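 further: positive B-score marks a calcium rise read as TRPC4 activation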
#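 Incubation: 45 min room-temperature Fluo4 loading, 110 s read / System: HEK293 cells stably co-expressing mouse TRPC4beta and mu-opioid receptor / Signal: Fluo4 fluorescence, kinetic / Control set: buffer (low) and maximal DAMGO (high) / Measure: integrated baseline-normalised fluorescence ratio, converted to per-well B score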
# KCNQ1 block: inhibitors of human KCNQ1 potassium channel; CHO-K1 KCNQ1, FluxOR thallium flux fluorescence; hits give high values; P51787; B-score at 10 µM; 310,000 tested, 1.3% active;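 active means compounds whose thallium flux B-score, printed positive for inhibition, exceeds three library SD while starting fluorescence stays within three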;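 further: channel opened by potassium depolarization with thallium stimulus after 20 min compound exposure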
# TRPC4 potent: allosteric potentiators of mouse TRPC4 channel | 310,000 tested, 0.42% active | B-score at 10 µM | HEK293 TRPC4beta/mu-opioid, DAMGO EC20, Fluo-4 Ca2+ flux; hits give high values;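 active means B-score of calcium response area above 5 SD of library B-scores, with initial fluorescence ratio within 5 SD of library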;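 further: B-score of integrated fluorescence ratio over time as area under calcium response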
# hERG rescue: hERG (human) protection from proarrhythmic block; Q12809; CHO-hERG, FluxOR thallium flux, dofetilide IC70 present; activation (rescue from dofetilide block), less the hit threshold, % at 10 µM; 310,000 tested, 0.51% active; AID 1511;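 active means activation above the mean of controls blocked by dofetilide plus 5 SD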;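 further: thallium influx through hERG after potassium depolarization seen as dye fluorescence rise; in these data hits start at about 4.7%; inactives centre near -7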
# TMEM16A inh: inhibitors of mouse TMEM16A calcium-activated chloride channel; 310,000 tested, 1.2% active; HEK293 TMEM16A/YFP iodide influx fluorescence, ionomycin; Q8BHY3; normalized B-score (activity score, 25-100; higher = stronger inhibition) at 10 µM;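 active means ratio plate-corrected score three or more library SD toward inhibition, starting fluorescence score within five deviations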;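 further: score derived from kinetic fluorescence span divided by baseline fluorescence per well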
# * hit, by the source's call; i = inactive; x = no result given.
# The line under a structure holds: ANO1 activ, KCNK3 block, DYRK1A inh, KCNK9 inh, HDAC3 inhib, KCNQ1 act, TRPC4 act, KCNQ1 block, TRPC4 potent, hERG rescue, TMEM16A inh
- C=CCn1c(SCC(N)=O)nc2scc(-c3ccc(C)o3)c2c1=O
    i, i, 4, i, 6, i, i, i, i, -1, i
- c1ccc(C2[C@H]3CN(CC4CCCCC4)[C@H](c4ccccc4)C34CC2(c2ccccc2)C4)cc1 (stereo not given in full)
    i, i, 2, i, 2, i, i, i, i, -3, i
- C/C(=N/NC(=O)CSc1nc2ccccc2n1C)c1ccncc1
    i, i, -8, i, -7, i, i, i, i, -6, i
- Clc1ccc(-c2c[n+](Cc3ccc(Cl)cc3Cl)c3n2CCCCC3)cc1
    i, i, x, i, 7, i, i, 7*, i, -20, i
- COc1ccc(OCCCN(C)Cc2ccccc2)cc1
    i, i, 2, i, -2, i, i, i, i, -9, i
- COc1c(OC)c2[nH]c(=O)cc3c4ccccc4n(c1=O)c23
    i, i, -5, i, -50, i, i, i, i, -7, i
- Cc1nn2c(N)c(-c3ccccc3)cnc2c1-c1ccc(Cl)cc1
    i, i, -3, i, -5, i, i, i, i, -5, i
- Cn1c(-c2ccccc2)c(C(=O)CC#N)c2ccccc21
    i, i, 14, i, -6, i, i, i, i, -6, i
- CCN1C(=O)CC(C(=O)Nc2ccc(F)cc2)SC1=Nc1cccc(OC)c1 (stereo not given)
    i, i, 0, i, -2, i, i, i, i, -12, i
- COC(=O)c1cc(S(=O)(=O)NCC2CCN(Cc3ccc(F)cc3)CC2)c[nH]1
    i, i, 5, i, 3, i, i, i, i, -6, i
- CCOc1ccc(NS(=O)(=O)c2ccc3[nH]c(=O)cc(C(=O)O)c3c2)cc1
    i, i, -5, i, 2, i, i, i, i, -8, i
- CC(=O)c1cccc(NC(=O)Nc2ccc3c(c2)N(C)C(=O)CS3)c1
    i, i, 50*, i, -3, i, i, i, i, -24, 25*
- Cc1ccc(SCc2cc(=O)n3[nH]cnc3n2)cc1
    i, i, 7, i, 6, i, i, i, i, -5, i
- Nc1c(-c2ccccc2)c(CSc2nc3ccccc3[nH]2)nn1-c1ccc(Cl)cc1
    i, i, 6, -9.3*, 1, i, i, i, i, -8, i
- CN1CCN(c2cc(=O)n(C3CCCCC3)c(=O)[nH]2)CC1
    i, i, 10, i, x, i, i, i, i, -12, i
- COc1ccc(N(C)C(=O)C2CCN(S(=O)(=O)c3cccc4nsnc34)CC2)cc1
    i, i, -4, i, 0, i, i, i, i, -9, i
- Cc1nc(CCNC(=O)CC2C(=O)NCCN2Cc2ccccc2)nc2c1CCC2 (stereo not given)
    i, i, -4, i, -3, i, i, i, i, -4, i
- O=C(Nc1cccc(C(F)(F)F)c1)c1cccnn1
    i, i, 3, i, 3, i, i, i, i, 2, i
- Cc1ccc(-n2[nH]c(C)c(C=NCc3ccncc3)c2=O)cc1
    i, i, -4, i, 8, i, i, i, i, -6, i
- CC(C)CCNC(=O)C(=O)NCc1ccccc1
    i, i, 2, i, -1, i, i, i, i, -4, i
- CCOC(=O)C1CCN(C(=O)C2CCCCC2)CC1
    i, i, -2, i, -4, i, i, i, i, -11, i
- COc1ccc2c(C)nc(Nc3nc(-c4ccccc4)cc(=O)[nH]3)nc2c1
    i, i, 0, i, x, i, i, i, i, -12, i
- CCc1ccc(/C=C2/Sc3ccccc3N(CC(=O)NCC3CCCO3)C2=O)cc1 (stereo not given)
    i, i, 0, i, -1, i, i, i, i, -11, i
- O=C(CNC(=O)c1ccco1)NCC(=O)OCc1ccccc1Br
    i, i, 1, i, 6, i, i, i, i, -3, i
- COc1ccc(CCN2C(=O)C(Oc3ccccc3C)C2c2ccc3c(c2)OCO3)cc1OC (stereo not given)
    i, i, 11, i, 5, i, i, i, i, -9, i
- Cc1cccc(C(=O)OCC(=O)NN2C(=O)NC3(CCC(C)CC3)C2=O)c1O (stereo not given)
    i, i, -1, i, -7, i, i, i, i, -5, i
- COc1ccc(-c2noc(-c3cccs3)n2)cc1OC
    i, i, 0, i, -6, i, i, i, i, -9, i
- COc1ccc(Nc2nc(-c3sc(C)nc3C)cs2)c(OC)c1
    i, i, 11, i, 3, i, i, i, i, -4, i
- COc1ccc(N2CCC(CNC(=O)Nc3ccccc3)C2)cc1 (stereo not given)
    i, i, 18, i, 3, i, i, i, i, -15, i
- CCn1nc(NC(=O)c2ccccn2)c2cc3cccc(C)c3nc21
    i, i, -5, i, 11, i, i, i, i, -11, i

# Full records, looked up by structure. Screens in order: ANO1 activ	KCNK3 block	DYRK1A inh	KCNK9 inh	HDAC3 inhib	KCNQ1 act	TRPC4 act	KCNQ1 block	TRPC4 potent	hERG rescue	TMEM16A inh
# CCc1ccc(/C=C2/Sc3ccccc3N(CC(=O)NCC3CCCO3)C2=O)cc1 (stereo not given) as listed: i	i	0	i	-1	i	i	i	i	-11	i
# CCOc1ccc(NS(=O)(=O)c2ccc3[nH]c(=O)cc(C(=O)O)c3c2)cc1 as listed: i	i	-5	i	2	i	i	i	i	-8	i
# c1ccc(C2[C@H]3CN(CC4CCCCC4)[C@H](c4ccccc4)C34CC2(c2ccccc2)C4)cc1 (stereo not given in full) as listed: i	i	2	i	2	i	i	i	i	-3	i
# Cc1cccc(C(=O)OCC(=O)NN2C(=O)NC3(CCC(C)CC3)C2=O)c1O (stereo not given) as listed: i	i	-1	i	-7	i	i	i	i	-5	i
# COc1ccc(OCCCN(C)Cc2ccccc2)cc1 as listed: i	i	2	i	-2	i	i	i	i	-9	i

# More structures.
# The line under a structure holds: ANO1 activ, KCNK3 block, DYRK1A inh, KCNK9 inh, HDAC3 inhib, KCNQ1 act, TRPC4 act, KCNQ1 block, TRPC4 potent, hERG rescue, TMEM16A inh
- COc1ccc(/C=N/NC(=O)CC(=O)N/N=C/c2ccc(OC)cc2)cc1
    i, i, 3, i, 8, i, i, i, i, -10, i
- CCn1c(SCC(=O)NC2CCCCC2)nc2c(c1=O)SC(C)C2 (stereo not given)
    i, i, 8, i, -4, i, i, i, i, -1, i
- CC(C)NC(=O)CC1C(=O)N(Cc2ccccc2)C(C)c2nc3ccccc3n21 (stereo not given)
    i, i, 1, i, 1, i, i, i, i, -4, i
- COc1ccc(Cn2c(/C=C/c3ccccc3)nc3ccccc32)cc1
    i, -9.5*, 0, -6.8*, -28, i, i, i, i, -8, i
- COc1ccc(N(C(C)C(=O)NCc2ccco2)S(C)(=O)=O)cc1 (stereo not given)
    i, i, -3, i, 3, i, i, i, i, -5, i
- C=CCn1c(-c2cccc(OC)c2)nc2nc3ccccc3nc21
    i, i, -3, i, 7, i, i, i, i, -14, i
- COc1cccc(NC2=NCC(=O)N2Cc2cccs2)c1
    i, i, -9, i, 1, i, i, i, i, -11, i
- CCOc1ccccc1NC(=O)N1CCCC1C(=O)Nc1nnc(CC)s1 (stereo not given)
    i, i, 1, i, -5, i, i, i, i, -3, i
- CCOc1ccc2nc(NC(=O)C3CCCN(S(=O)(=O)c4cccc5nonc45)C3)sc2c1 (stereo not given)
    i, i, 30, i, -2, i, i, i, i, -2, i
- CCC(=O)N1CCN(c2nc(-c3ccc(Cl)cc3)cs2)CC1
    i, i, -3, i, 5, i, i, i, i, -8, i
- CCCOc1ccc(CNC(=O)C2CCN(C(=O)N3CCOc4ccccc43)CC2)cc1
    i, i, 0, i, 4, i, i, i, i, -14, i
- CCn1c(SCC(=O)N2CCOCC2)nnc1-c1ccco1
    i, i, -8, i, -1, i, i, i, i, -2, i
- COc1ccc(-n2c(SC(CN3CCCCC3)CN3CCCC3=O)nc3ccccc3c2=O)cc1 (stereo not given)
    i, i, 2, i, 2, i, i, i, i, -9, i
- COCCNC(=O)CN(C(=O)CCC(=O)Nc1ccccn1)c1ccc(C)c(C)c1
    i, i, 8, i, -2, i, i, i, i, 0, i
- CCOc1ccc(NC(=O)CN2CCN(CC(=O)Nc3ccc(F)c(F)c3)CC2)cc1
    i, i, -8, i, 7, i, i, i, i, -9, i
- Cc1ccc(S(=O)(=O)N2CCN(C(=O)c3cccs3)CC2)cc1
    i, i, -3, i, 0, i, i, i, i, -8, i
- CCn1c(SCc2cccc(C(=O)O)c2)nnc1-c1ccccc1
    i, i, 3, i, 2, i, i, i, i, -6, i
- COc1ccccc1N1CCN(Cc2cc(=O)c(OCC#N)co2)CC1
    i, i, 1, i, -2, i, i, i, i, -3, i
- CC1CCCN(S(=O)(=O)c2cc(Cl)ccc2Cl)C1 (stereo not given)
    i, i, -2, i, -1, i, i, i, i, -10, i
- C=CCn1c(-c2ccccc2[N+](=O)[O-])n[nH]c1=S
    i, i, -4, i, 12, i, i, i, i, -7, i
- COCC(C)NC(=O)c1ccccc1OC(C)=O (stereo not given)
    i, i, 3, i, -2, i, i, i, i, -4, i
- Cc1cc(C)n(-c2ccc(C(=O)Nc3cccnc3)cc2)n1
    i, i, 2, i, -2, i, i, i, i, -3, i
- Cc1ccc2[nH]c(C(=O)O)c(NC(=O)[C@@H]3C[C@@H]3c3ccccc3)c2c1
    i, i, -7, i, 4, i, i, i, i, -14, i
- N#CCCN(C(=O)Nc1ccc(Cl)c(Cl)c1)c1ccccc1
    i, i, -2, i, 6, i, i, i, i, -12, i
- O=C(NCc1ccc2c(c1)OCO2)Nc1ccc(F)cc1
    i, i, -2, i, -8, i, i, i, i, -1, i
- COC(=O)c1sccc1NC(=O)Nc1cc(OC)ccc1OC
    i, i, 0, i, 11, i, i, i, i, -13, i
- COc1ccccc1-c1n[nH]c(=S)n1Cc1ccco1
    x, x, x, i, 5, i, i, i, i, -10, i
- CCOc1cccc(C2/C(=C(/O)c3ccc4c(c3)CC(C)O4)C(=O)C(=O)N2Cc2ccncc2)c1 (stereo not given)
    i, i, -2, i, -2, i, i, i, i, -10, i
- O=C(c1cc(Cl)ccc1F)N1CCCC(Nc2ccc3c(c2)OCCO3)C1 (stereo not given)
    i, i, -7, i, 0, i, i, i, i, -15, i
- COc1cc(C)c(C(C)C)cc1S(=O)(=O)NCCCn1ccnc1
    i, i, -1, i, 1, i, i, i, i, -7, i
- CCc1ccccc1N(CC(=O)N1CCCCCC1)S(C)(=O)=O
    i, i, -2, i, 0, i, i, i, i, 3, i
- O=C(OCCCN1CCCC1)C1(c2ccccc2)CCCC1
    i, i, -1, i, 2, i, i, i, i, -13, i
- C/C(=N\NC(=O)c1nnn(-c2nonc2N)c1CSc1ccccc1)c1ccco1
    i, i, 6, i, 1, i, i, i, i, -4, i

# Source: PubChem

# These rows are one share of the data; the hit share may differ from the screen's.
